Assay outcomes: PubChem BioAssay, several laboratories
HCT116 bCat-KO – beta-catenin-lacking colon tumor cell growth suppression. viability, % at 10 µM. 1.5% of 140,000 active. HCT116 beta-catenin knockout viability, CellTiter-Glo, 60 h; active compounds read low;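 active = viability at or under a set limit, the compound median less 4 SD, cut at about 6% in these data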;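 note: 0% = Hyamine 1622 control at 20 µM and 100% = untreated cell control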
MRP-1 activ – activators of MRP-1. H69AR cells + doxorubicin, viability rescue, CellTiter-Glo. viability increase, % at 10 µM. 0.61% of 140,000 active. AID 799;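 active = viability gain under doxorubicin at or above a set limit, the compound median plus 3 SD, cut at about 4.7% in these data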;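 note: MRP-1 overexpressing cells given doxorubicin 25 µM after compound pretreatment; 18-22 h compound pretreatment then 72 h with doxorubicin before readout; 0% = doxorubicin-only wells and 100% = vehicle-treated cells without doxorubicin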
BB579 growth dn – reduces growth of yeast BB579 in restrictive medium; inhibition, % at 10 µM; 0.51% of 140,000 active; S. cerevisiae BB579 growth, OD615, 48 h;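 active = inhibition above a set limit, 3 SD over the mean compound inhibition, cut at about 44% in these data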; note: inactives centre near -24
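test system = yeast BB579 (DeaD) | buffer or medium = restrictive CSMM-D medium | doses = single compound dose of 10 µM, 0.25% DMSO final | times = 4 h preincubation and 48 h exposure at 30 °C | technique = culture absorbance at 615 nm | benchmarks = amphotericin B 10 µg/mL, positive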
GALR2 blocker – GALR2 (human) receptor antagonism; GALR2-expressing cells, antagonist mode; inhibition, % at 4 µM; 0.39% of 140,000 active; AID 828; in the data active = inhibition above about 27%;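 note: cells stimulated with galanin 1-16 at roughly its EC80; 0% = agonist challenge control and 100% = basal control without agonist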
Target sequence (O43603 whole entry, looked up): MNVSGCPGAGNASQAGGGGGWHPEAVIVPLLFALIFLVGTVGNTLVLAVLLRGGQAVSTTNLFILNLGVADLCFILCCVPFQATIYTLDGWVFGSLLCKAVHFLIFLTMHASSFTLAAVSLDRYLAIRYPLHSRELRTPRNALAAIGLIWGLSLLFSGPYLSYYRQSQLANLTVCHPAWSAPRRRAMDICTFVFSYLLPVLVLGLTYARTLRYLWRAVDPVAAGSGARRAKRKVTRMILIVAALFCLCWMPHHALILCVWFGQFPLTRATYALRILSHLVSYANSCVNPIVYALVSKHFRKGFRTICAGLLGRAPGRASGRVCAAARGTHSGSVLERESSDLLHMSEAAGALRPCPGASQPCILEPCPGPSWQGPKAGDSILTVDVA
NPY-Y2 antag – NPY-Y2 (human) receptor antagonism. NPY-Y2 expressing cells, antagonist mode. AID 793. 0.99% of 140,000 active. P49146. inhibition, % at 2.7 µM; in the data active = inhibition above about 17%;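 note: 0% = vehicle with agonist challenge and 100% = reference antagonist with challenge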
Target sequence (P49146 whole entry, looked up): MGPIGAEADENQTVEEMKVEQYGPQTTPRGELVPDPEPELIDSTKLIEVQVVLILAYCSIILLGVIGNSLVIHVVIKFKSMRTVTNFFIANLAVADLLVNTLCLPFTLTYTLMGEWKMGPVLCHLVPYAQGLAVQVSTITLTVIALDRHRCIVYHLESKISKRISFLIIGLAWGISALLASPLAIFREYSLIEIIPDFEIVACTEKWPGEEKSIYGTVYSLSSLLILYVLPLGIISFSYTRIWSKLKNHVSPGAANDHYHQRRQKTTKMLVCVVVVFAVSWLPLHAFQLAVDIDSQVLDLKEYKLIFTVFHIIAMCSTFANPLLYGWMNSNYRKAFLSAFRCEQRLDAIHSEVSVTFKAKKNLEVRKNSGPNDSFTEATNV
E-sel TNF inh – blocks E-selectin expression induced by TNF alpha | HUVEC TNFa-induced E-selectin immunofluorescence, high content | inhibition, % at 2 µM | 0.71% of 120,000 active;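 active = inhibition above the batch mean plus 3 SD, and confirmed as a hit on visual image review, cut at about 43% in these data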;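 note: 0% = TNF-stimulated DMSO wells and 100% = unstimulated control wells; not every result past the cut was called active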
Phagocytosis inh – blocks phagocytosis by macrophages; J774A.1 macrophage IgG-bead phagocytosis, imaging; inhibition, % at 5 µM; 0.07% of 110,000 active; AID 1029;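 active = inhibition above the mean of the plate negative controls plus 5 SD, cut at about 13% in these data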;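 note: phagocytic index as fraction of beads internalized from green versus red external bead signal; plate controls were DMSO negative control for no effect and cytochalasin-D positive control for full effect; some results beyond the cut were filed as inactive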
Yeast lifespan up – extends the lifespan of yeast | S. cerevisiae growth with nicotinamide, OD615; deaD strain in restrictive glucose medium | inhibition of the nicotinamide effect, % at 10 µM | 0.68% of 130,000 active | AID 775;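 active = inhibition above a set limit, placed 3 SD over the median of all compounds, cut at about 26% in these data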;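 note: 0% = nicotinamide-treated wells and 100% = cells grown without nicotinamide; some compounds called inactive have numbers as strong as hits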
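Material: Modified budding yeast, DeaD strain | Medium: Restrictive glucose medium | Probe or stimulus: 1.5 mM nicotinamide | Dosing: Single dose 10 µM compound, 0.25% DMSO | Times: 48 h at 30 °C | Technique: OD615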
Measles CPE – protection of cells from measles virus; Measles virus-infected cells, CPE protection, absorbance; protection (pct of control), % at 4 µM; 1.5% of 140,000 active; AID 841; in the data active = protection mostly above about 24%, no sharp cut-off; inactive = mostly below about 26%; note: some compounds called inactive have numbers as strong as hits
HCT116 PTEN-null – suppresses growth of cells with PTEN deletion; AID 827; 1.2% of 140,000 active; viability, % at 10 µM; HCT116 PTEN-null viability, CellTiter-Glo, 60 h; active compounds read low;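 active = viability at or below a set limit, 4 SD under the median of all tested compounds, cut at about 3.7% in these data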;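 note: PTEN knockout HCT116 line with beta catenin targeted HCT116 as companion control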
Numbers without * were called inactive; nt = not tested or not shown.

SMILES	HCT116 bCat-KO	MRP-1 activ	BB579 growth dn	GALR2 blocker	NPY-Y2 antag	E-sel TNF inh	Phagocytosis inh	Yeast lifespan up	Measles CPE	HCT116 PTEN-null
O=C(Oc1ccc2ccc(OC(=O)N3CCCCCC3)cc2c1)N1CCCCCC1	72	-3.2	-3	-1	8	-9	-4	5	6	76
FC(F)(F)c1cc(-c2ccco2)nc(NCCc2ccccc2)n1	52	-4.1	-40	6	6	-2	nt	-15	28	50
O=C(CSc1c[nH]c2ccccc12)N1CCOCC1	91	-2.8	-12	4	0	-19	0	-7	10	99
Cc1ccc2nc(N/C(N)=N/S(=O)(=O)c3ccc([N+](=O)[O-])cc3)nc(C)c2c1	62	0.2	-14	16	8	nt	-8	0	8	67
COc1ccc(/C=N\NC(=O)CCc2c(C)n[nH]c2C)c(OC)c1OC	94	-1.1	13	5	2	nt	-4	-1	7	99
COC(=O)c1cccc(NC(=O)NC2CCCN2S(=O)(=O)c2ccc(Cl)cc2)c1 (stereo not given)	99	-0.6	-30	2	6	-22	0	-12	7	101
CC(C)Cc1cc(C(=O)Nc2sc3c(c2C#N)CCC3)no1	90	2.5	-7	17	2	-1	nt	3	5	100
O=C(c1ccco1)N1CCN(C(=O)C(Cc2ccccc2)NS(=O)(=O)c2cccs2)CC1 (stereo not given)	104	-3.2	0	4	3	-5	-1	-17	24	91
Cc1cc(Nc2cccc(Cl)n2)n(-c2ccccc2)n1	57	0.3	-12	-9	3	20	-7	-6	7	59
COc1ccc(OC)c(NC(=O)C2CC(=O)N(c3ccccc3)C2)c1 (stereo not given)	96	-1.1	-23	4	2	-38	0	-7	17	106
CC(C)c1nccn1CCC(=O)O	110	0.2	-43	-3	-2	1	-1	-1	2	92
COc1cc2c3c(c1)C1(C(=O)N3C(C)(C)C=C2C)C(C#N)=C(N)Oc2cc(C)oc(=O)c21 (stereo not given)	89	-1.0	-19	5	1	-11	0	-24	8	93
CCOC(=O)c1nn(-c2ccccc2F)c(C)c1C(C)=O	88	-2.0	-33	0	0	-4	nt	-3	13	91
CC1(C)CC(NC(=O)c2ccccc2Cl)CC(C)(C)N1	100	-2.5	-32	-8	-3	-1	-1	-18	6	99
CCCC(=O)Nc1ccccc1NC(=O)c1cc(OC)c(OC)c(OC)c1	95	-1.8	-16	3	5	17	0	-2	3	79
CCOC(=O)N1CCN(S(=O)(=O)c2ccc(C(=O)NNc3nc4c(C)cccc4s3)cc2)CC1	11	-4.1	35	9	-3	-12	nt	2	13	11
CCOC(=O)CSc1nc2ccsc2c(=O)n1C1CCN(C(=O)OCC)CC1	39	-2.8	-10	5	8	nt	2	-18	15	59
Cc1ccc(C(C(=O)NCc2ccco2)N(C(=O)Cn2nnc3ccccc32)c2ccccc2)o1 (stereo not given)	95	-0.4	-49	-3	2	nt	-1	-5	4	97
Cc1nc(NC(=O)c2ccc(Cl)cc2)nc2cc3c(cc12)OCO3	92	0.0	-5	6	2	nt	-7	-5	21	89
O=C(CSCc1ccc(Cl)cc1)NCc1ccccn1	96	0.2	-27	-4	2	nt	nt	-2	18	107
CN(Cc1cccc(F)c1)C(=O)c1ccc(S(=O)(=O)C(F)F)cc1	105	-1.1	-51	21	4	31	0	1	15	108
Cc1ccc(C(=O)NNC(=O)CSc2nnc3c(n2)[nH]c2ccc(C)cc23)cc1	45	-2.0	-39	-7	1	-6	nt	-9	21	54
Cc1ccc(F)cc1NC(=S)NCCc1ccccc1	87	-3.5	-15	0	0	nt	-7	-4	14	83
Cn1ncc(Br)c1C(=O)Nc1ccc(Br)cn1	62	-2.9	-38	-8	0	0	-2	-3	19	63
CCn1c(COc2ccc(=O)n(-c3ccccc3)n2)nnc1SCc1ccc(OC)cc1	108	1.2	-57	10	1	-6	nt	1	8	114
Nc1cc(=O)[nH]c(SCc2nnc(-c3ccccc3)o2)n1	82	-2.9	-15	4	-2	nt	-1	-8	6	87
Cc1ccc(Nc2nc(CSc3nnc(-c4cccnc4)n3-c3ccccc3C)cs2)cc1	74	0.6	-38	6	1	-22	3	-1	53*	69
Cc1ccc(S(=O)(=O)/C(C#N)=C/c2c(N3CCN(C)CC3)nc3c(C)cccn3c2=O)cc1	94	-0.8	-8	-1	1	nt	-3	-2	5	96
O=C(NC1CCCCCC1)C1CCC(CNS(=O)(=O)c2ccc(Br)s2)CC1 (stereo not given)	9	-3.9	-39	-7	10	2	-3	7	3	4
O=C(Nc1ccccc1)OCCOc1ccccc1	104	-1.7	-15	-11	-1	nt	0	-26	5	101
CCCCCn1c(=N)n(CC(O)COc2ccccc2OC)c2ccccc21 (stereo not given)	2.6*	-5.3	-1	16	35*	nt	0	-10	2	4
O=C(COc1cccc(NC(=O)c2cccc([N+](=O)[O-])c2)c1)c1ccc(F)cc1	68	-2.2	-17	-2	0	nt	nt	nt	2	62
O=C(CN(CC1CCCO1)C(=O)CCC(=O)Nc1ccccn1)NCC1CCCO1 (stereo not given)	97	0.4	-25	4	0	-16	-1	-9	9	112
CC1CCCN(C(C(=O)Nc2ccc3c(c2)OCO3)c2ccccc2)C1 (stereo not given)	73	-2.6	-40	nt	nt	nt	0	-6	6	78
COC(=O)[C@H](CC(C)C)NC(=O)NCCCc1ccccc1	86	0.2	-35	0	1	-6	-3	4	5	93
O=C(NNC(=O)C1CCCO1)c1ccc(F)cc1 (stereo not given)	100	-1.1	-30	-4	0	nt	-9	7	9	95
COc1cc2ccccc2cc1C(=O)Nc1ccccc1N1CCN(S(C)(=O)=O)CC1	83	-4.3	-47	8	-1	-2	1	1	4	73
CCCCCN(C(=O)NC(=O)Nc1ccc(C)cc1)S(=O)(=O)c1ccccc1	90	0.2	-9	5	3	20	-5	-9	7	104
COC(=O)C1=C(C)NC(=O)/C1=C\c1cc(C)n(-c2c(C)cccc2C)c1C	76	-2.8	-50	-6	-1	-3	1	9	11	69
O=C(/C=C/c1cccs1)N1CCN(c2ccccc2F)CC1	95	-1.9	11	-3	5	nt	-1	-5	23	90
CC(C)SCCCCOc1ccc2ccccc2c1	66	-3.0	-58	-7	5	-29	-4	-13	12	75
O=C(O)Cn1c(-c2cscn2)nc2ccccc21	85	-0.3	2	6	2	9	0	-10	24	90
COc1cc(C)c(S(=O)(=O)N2CCOCC2)cc1C(C)C	100	-4.0	-50	0	4	13	-2	14	10	89
O=C(O)CSc1ncnc2c1oc1ccccc12	92	-2.1	-13	12	3	-2	7	-3	27*	99
Cc1ccc(Cn2c(CN3CCOCC3)nc3c2c(=O)n(C)c(=O)n3C)cc1	87	-3.9	-11	-3	1	-23	nt	-2	6	99

Among those listed so far, these have bromine:
SMILES	HCT116 bCat-KO	MRP-1 activ	BB579 growth dn	GALR2 blocker	NPY-Y2 antag	E-sel TNF inh	Phagocytosis inh	Yeast lifespan up	Measles CPE	HCT116 PTEN-null
Cn1ncc(Br)c1C(=O)Nc1ccc(Br)cn1	62	-2.9	-38	-8	0	0	-2	-3	19	63
O=C(NC1CCCCCC1)C1CCC(CNS(=O)(=O)c2ccc(Br)s2)CC1 (stereo not given)	9	-3.9	-39	-7	10	2	-3	7	3	4

Next compounds
SMILES	HCT116 bCat-KO	MRP-1 activ	BB579 growth dn	GALR2 blocker	NPY-Y2 antag	E-sel TNF inh	Phagocytosis inh	Yeast lifespan up	Measles CPE	HCT116 PTEN-null
COCCCNS(=O)(=O)c1ccccc1	96	-0.6	-22	4	0	nt	0	-2	24	103
CC1(C)CC(=O)C2=C(C1)NC(Nc1nc3ccccc3o1)=NC21CCCCC1	64	-3.1	-18	4	-2	nt	-2	-5	4	66
O=C1CCC/C1=c1\s/c(=C\c2cccnc2)c(=O)n1-c1ccccc1	90	-0.3	-41	7	1	-15	1	4	28*	79
Cc1c(NC(=O)/C(C#N)=C/c2c(Oc3ccccc3)nc3ccccn3c2=O)c(=O)n(-c2ccccc2)n1C	92	-2.6	-31	-7	1	nt	1	0	2	99
COc1ccccc1C/C(N)=N/OC(=O)c1cccc([N+](=O)[O-])c1C	74	-1.5	-23	1	-1	4	-6	-5	9	86
COc1ccc(-c2nnc(SC(C)C(=O)Nc3cccc(Cl)c3)o2)cc1 (stereo not given)	64	5.8*	-41	0	4	44	-1	-8	8	65
CC(=O)c1c(C)[nH]c(C(=O)OC2CCCCC2=O)c1C (stereo not given)	101	-1.0	-17	2	2	-14	-1	142*	29	80
CC(NC(=O)c1nn(C)c(=O)c2ccccc12)c1ccccc1 (stereo not given)	99	-3.5	-25	8	1	-12	nt	-8	3	88
CS(=O)(=O)N(CC(=O)N1CCN(c2ccc(F)cc2)CC1)c1cccc(Cl)c1	80	-0.4	16	-3	3	-4	0	-5	15	87
CCOc1ccc2nc(NC(=O)c3ccc(OC)c(S(=O)(=O)N4CCOCC4)c3)sc2c1	35	-1.2	-67	-14	0	-9	1	-4	27	44
COc1ccc(N=NC2=C(O)CC(C)(C)CC2=O)cc1	99	-0.8	-21	2	1	-8	2	-8	10	101
NC(=O)C1CCN(CC(=O)Nc2ccccc2Sc2ccccc2)CC1	96	-1.2	-17	2	4	nt	-10	-1	nt	97
Cc1cnnc2ccc3c(no[n+]3[O-])c12	85	-4.4	-11	1	1	11	-2	-10	10	86
CCCCNC(=O)CSc1nnc(-c2ccco2)n1C	111	-0.6	-30	-3	3	-1	0	-8	24	99
CN(CC(=O)NCCCN1CCOCC1)S(=O)(=O)c1ccc(Br)cc1	97	-1.3	-7	13	2	6	2	-6	7	111
O=C(Cc1cc(=O)[nH]c(=O)[nH]1)NCc1ccc(Cl)cc1	81	-1.6	-32	-14	1	-4	nt	5	22	95
C=CCn1c(N2CCCCCC2)nc2c1c(=O)[nH]c(=O)n2C	95	-3.0	-10	-13	2	0	-1	-13	6	96
Fc1cccc(-c2nn[nH]n2)c1	100	-0.1	-7	-5	1	15	0	-4	23	89
Cc1ccc(-n2nnnc2SCC(=O)NC2CCCc3ccccc32)cc1 (stereo not given)	74	0.5	-27	2	11	nt	-5	-5	9	78
CCc1nc(SCC(=O)Nc2nccs2)c2oc3ccccc3c2n1	90	-1.7	-53	-10	6	-12	1	-5	8	93
CC(=O)Nc1ccc(S(=O)(=O)NC2=C(N3CCN(c4ccc(F)cc4)CC3)C(=O)c3ccccc3C2=O)cc1	2.0*	-0.9	-65	-6	-15	-3	nt	-3	4	2.1*
N=C1C(c2nc3ccccc3[nH]2)=C(O)CN1NC(=O)COc1cccc(F)c1	102	-1.6	-37	9	2	2	-5	1	10	94
O=C(NCc1ccc(F)cc1)c1cc(-c2ccco2)on1	109	-4.3	-47	-1	2	20	0	-21	7	92
O=C(c1cnccn1)N(Cc1ccco1)C1(C(=O)NC2CCCCC2)CCCCC1	78	-0.1	-6	-4	15	59	-1	-11	6	72
Cc1nn(Cc2ccccc2Cl)c(C)c1NC(=O)C1C2CCC(O2)C1C(=O)O (stereo not given)	83	-0.5	7	4	3	-7	-5	-7	4	98
COC(=O)[C@H]1Cc2cnoc2C[C@]1(C)C(=O)O	100	1.2	-33	14	0	5	-1	7	8	104
